Source: PubChem BioAssay
S100A4 MyoIIA: blocks human S100A4 binding to myosin IIA peptide | inhibition, % at 10.7 µM | 360,000 compounds, 0.14% hits | AID 652163 | S100A4/TAMRA-MyoIIA peptide fluorescence polarization | P26447;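 active means mean inhibition of at least 70% across replicates, with every replicate also reaching that level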
Target sequence (P26447 whole entry, looked up): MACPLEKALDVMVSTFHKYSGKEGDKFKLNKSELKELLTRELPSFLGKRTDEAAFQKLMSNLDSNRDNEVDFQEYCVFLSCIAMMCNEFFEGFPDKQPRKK
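Test system: S100A4 monomer protein. Medium: HEPES buffer with Ca2+, pH 7.2. Reagent: fluorescent myosin IIA peptide, 5 nM. Compound dosing: single-point compound testing. Timing: 5 min between mix addition and reading. Benchmarks: DMSO neutral and TFP positive wells.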
SIRT5 inh: sirtuin-5 (human) deacylase inhibition. Purified SirT5, succinyl-peptide AMC, trypsin-coupled fluorescence. Q9NXA8. 330,000 compounds, 1.1% hits. inhibition, % at 15 µM; in the data active means inhibition above about 15%
Target sequence (Q9NXA8 whole entry, looked up): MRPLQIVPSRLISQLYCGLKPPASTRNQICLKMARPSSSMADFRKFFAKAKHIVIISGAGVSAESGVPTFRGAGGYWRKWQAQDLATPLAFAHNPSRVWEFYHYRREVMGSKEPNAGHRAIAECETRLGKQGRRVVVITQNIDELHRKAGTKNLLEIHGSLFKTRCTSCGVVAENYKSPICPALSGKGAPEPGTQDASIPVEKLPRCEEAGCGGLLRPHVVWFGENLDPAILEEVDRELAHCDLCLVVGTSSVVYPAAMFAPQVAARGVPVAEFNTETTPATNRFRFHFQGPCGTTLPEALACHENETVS
Casp6 inh: blocks human caspase-6 cleavage activity; purified caspase-6, Z-VEID-R110 cleavage fluorescence; P55212; 350,000 compounds, 0.53% hits; AID 686996; inhibition, % at 12.5 µM;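 active means mean inhibition across replicates at least about 35%, with every replicate also reaching that limit, limit read from the data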;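 further: 0% = median of neutral control wells and 100% = no fluorescence left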
Target sequence (P55212 24-179 limits assumed): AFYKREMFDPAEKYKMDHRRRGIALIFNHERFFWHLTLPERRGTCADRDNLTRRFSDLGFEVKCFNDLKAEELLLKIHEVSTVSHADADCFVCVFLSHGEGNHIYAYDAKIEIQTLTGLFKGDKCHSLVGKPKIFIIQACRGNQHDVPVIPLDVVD
Target sequence (P55212 194-293 limits assumed): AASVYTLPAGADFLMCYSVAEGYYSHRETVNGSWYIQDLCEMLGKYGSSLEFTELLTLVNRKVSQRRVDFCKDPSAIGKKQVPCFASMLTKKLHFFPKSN
Statin myotox sup: suppression of simvastatin myotoxicity; 330,000 compounds, 0.78% hits; rescue of ATP level, % at 7.49 µM; C2C12 myotubes + simvastatin, ATP luminescence, 48 h; scaled: DMSO 0, geranylgeraniol control 100;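 active means mean ATP rescue above about 67%, or every replicate alone reaching that limit, limit read from the data, passing the limit was not always enough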;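 further: myotubes were challenged with 10 µM simvastatin during compound exposure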
FN deposition inh: fibronectin deposition inhibition; AH1F fibroblasts, Alexa488-fibronectin deposition fluorescence, overnight; inhibition, % at 12.6 µM; 350,000 compounds, 0.086% hits; AID 743247;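 active means mean inhibition across replicates of 30% or more, regardless of how many single replicates reach that level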;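 further: positive control wells lacked labelled fibronectin entirely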
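Test system: AH1F fibroblast monolayer depositing Alexa488-labelled fibronectin into matrix. Input: 10000 cells per well. Technique: fluorescence, ex 485 nm, em 525 nm. Buffer or medium: DMEM plus 2% serum, read in PBS. Timing: 1 h cell adhesion before compound, then overnight fibronectin incubation. Compound: single dose, pinned. Read-out basis: inhibition from reduced deposited-fibronectin fluorescence.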
esBAF inh: SWI/SNF esBAF complex inhibition. mouse ES cells, Bmi1-luciferase knock-in reporter, 24 h; 100% = twice the neutral-well signal. reporter increase, % at 12.5 µM. 350,000 compounds, 2% hits; in the data active means activation above about 40%;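 further: 0% = median of the plate's neutral control wells and 100% = double that signal; a rise in the Bmi1 reporter signal indicates esBAF inhibition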
LGR2 inh: blocks bursicon-induced cAMP signaling via Drosophila LGR2 | HEK293 LGR2, CRE-luciferase, bursicon-stimulated, 4 h | inhibition, % at 9.99 µM | 380,000 compounds, 0.35% hits;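 active means drop in luminescence signal, shown as inhibition above about 50% in the replicate tests, limit read from the data, passing the limit was not always enough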;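 further: agonist challenge used bursicon conditioned medium at about half maximal strength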
An asterisk follows results filed as active; nt = not tested or not shown; & = joins results of further samples. An excerpt. The share of hits here may be higher or lower than overall.

SMILES | S100A4 MyoIIA | SIRT5 inh | Casp6 inh | Statin myotox sup | FN deposition inh | esBAF inh | LGR2 inh
CC(OC(=O)C(C)Oc1ccccc1)C(=O)Nc1ccc(S(=O)(=O)N2CCCCC2)cc1 (configuration not stated) | 3 | -4 | 1 | 9 | 1 | -4 | -4
O=C(CS(=O)(=O)Cc1ccccc1)c1ccccc1 | 0 | 1 | -3 | 0 | 4 | 3 | 3
Cc1ccc(-c2ccc3c(c2)O[C@@H](CN(C)C(=O)C2CCCCC2)[C@H](C)CN([C@@H](C)CO)S3(=O)=O)cc1 | nt | nt | nt | -55 | -1 | nt | 23
CC(C)CC1NC(=O)N(CC(=O)NC2CCCc3ccccc32)C1=O (configuration not stated) | -3 | -4 | 2 | nt | 4 | nt | -6
CCc1nn2c(N3CCOCC3)cc(C)nc2c1-c1ccccc1 | 0 | -5 | 0 | nt | 7 | nt | -2
C[C@@H]1CN([C@H](C)CO)C(=O)c2cc(C#CCN(C)C)cnc2O[C@H]1CN(C)Cc1cccc(C(=O)O)c1 | 7 | 1 | 0 | nt | nt | nt | 10
CCN(c1ccccc1)S(=O)(=O)c1c[nH]c2ccc([N+](=O)[O-])cc12 | 0 | 5 | 7 | -6 | 7 | 6 | -4
Cc1ccc(-c2nc3ccc(C)cn3c2Cc2cccc(Cl)c2)cc1 | -1 | -1 | 0 | nt | 6 | nt | -50
O=C(N[C@H](Cc1ccccc1)C(=O)N1CCN(Cc2ccccn2)CC1)[C@H]1O[C@@H](n2ccc(=O)[nH]c2=O)[C@H](O)[C@@H]1O | 0 | -1 | -2 | nt | 1 | nt | -10
CCCOc1ccc(C(CC(=O)O)NC(=O)c2ccc3c(c2)OCO3)cc1 (configuration not stated) | 3 | 11 | 1 | -2 | 3 | -6 | nt
CC1(c2ccccc2)CCC(=O)NC1 (configuration not stated) | -4 | -1 | -1 | -3 | -12 | -1 | 10
COc1ccc(NC(=O)N[C@H]2CC[C@H](CCNC(=O)c3ccccc3F)O[C@@H]2CO)cc1 | 5 | -1 | 4 | -2 | 0 | -2 | 10
COc1ccc2nc(C)cc(Nc3ccccc3O)c2c1 | -8 | -6 | 0 | nt | -14 | -7 | 9
CN1CCN(C(=O)[C@H]2[C@H](CO)[C@H]3Cn4c(ccc(/C=C/c5ccccc5)c4=O)[C@H]3N2CC2CC2)CC1 | -19 | -28 | -4 | -3 | nt | 6 | -6
Cc1cccc(NC(=O)CNC(=O)Cn2cc(C(F)(F)F)cc(Cl)c2=O)c1C | 1 | 7 | -3 | -4 | -6 | 4 | 3
CCCN(C)C[C@@H]1OCCCC[C@H](C)Oc2ccc(NC(=O)CCCN(C)C)cc2C(=O)N([C@@H](C)CO)C[C@@H]1C | -17 | 9 | -1 | -16 | -4 | -5 | -8
CC(=O)Nc1ccc(S(=O)(=O)NCC2(N3CCOCC3)CCCCC2)cc1 | -3 | -1 | -4 | 4 | -2 | -3 | -5
CN(C)CC(=O)Nc1ccc2c(c1)[C@@H]1C[C@@H](CC(=O)N3CCCCC3)O[C@@H](CO)[C@@H]1O2 | 1 | -3 | -3 | 0 | nt | -3 | 10
Cc1cccc(NC(=O)CSc2nnc(-c3ccccc3)n2N)c1 | nt | nt | nt | 4 | 16 | 5 | nt
COc1ccc(C(=O)NCC(c2ccco2)N2CCc3ccccc3C2)cc1 (configuration not stated) | -1 | -3 | 5 | 60 | 7 | nt | -6
CC(=O)N1CCN(C(=O)c2ccc3oc(CCCc4ccccc4)nc3c2)CC1 | -13 | 0 | -1 | 2 | -6 | 11 | -20
C[C@@H]1CN([C@@H](C)CO)C(=O)c2cc(NS(=O)(=O)c3cccs3)ccc2O[C@H]1CN(C)S(=O)(=O)c1cn(C)cn1 | 12 | -1 | 1 | -48 | 0 | -2 | 19
O=[N+]([O-])c1cccc(N=Cc2sc3ccccc3c2O)c1 | -43 | -6 | -3 | nt | 4 | nt | -95
CCOC(=O)CSc1nnc(NC(=O)NC(C)C)s1 | 3 | -1 | -4 | nt | -5 | nt | 3
O=C(C[C@H]1CC[C@H]2[C@@H](COC[C@@H](O)CN2C(=O)c2ccc3c(c2)OCO3)O1)NC1CCC1 | -5 | 9 | 3 | 13 | -1 | -3 | 11
New compounds follow:
SMILES | S100A4 MyoIIA | SIRT5 inh | Casp6 inh | Statin myotox sup | FN deposition inh | esBAF inh | LGR2 inh
COc1ccc(S(=O)(=O)NCC2CCCN(C(=O)CCSC)C2)cc1 (configuration not stated) | 2 | -3 | 1 | 7 | -11 | -1 | -8
O=C(Nc1ccc2c(c1)[C@H]1C[C@@H](CC(=O)N3CCCCC3)O[C@H](CO)[C@H]1O2)NC1CCCCC1 | -6 | 2 | 0 | nt | -5 | nt | 1
Cc1ccc(S(=O)(=O)N(C)c2ccc(C)c([N+](=O)[O-])c2)cc1 | -1 | -4 | 1 | nt | -5 | nt | -13
C[C@@H]1CCCCO[C@@H](CN(C)Cc2ccc(Cl)c(Cl)c2)[C@H](C)CN([C@H](C)CO)C(=O)c2cc(NS(=O)(=O)c3ccc(Cl)cc3)ccc2O1 | 1 | 0 | 0 | nt | -14 | -1 | 6
COc1cccc(-c2ccc3ncnc(NCc4cccc(C)c4)c3c2)c1 | -3 | 6 | -1 | -13 | 3 | -7 | 14
O=[N+]([O-])c1ccc(NN=Cc2cc(Br)ccc2O)nc1 | -3 | 1 | 6 | 13 | 14 | -39 | nt
Cc1ccc(N(c2ncnc(N)c2[N+](=O)[O-])C2CCCCC2)cc1 | nt | nt | nt | -21 | -1 | 15 | 21
COC(=O)c1cn(NC(=O)C2CCC(C)CC2)c(=O)c2ccccc12 (configuration not stated) | nt | nt | nt | -9 | -6 | 5 | nt
CCOc1ccc(C(=O)Nc2cccc(C(=O)O)c2C)cc1Cl | -2 | 0 | 0 | 5 | -7 | -3 | 70*
CS(=O)(=O)N1CC(=O)N2[C@H](CO)[C@H](c3ccc(C#CCC4CCCC4)cc3)[C@@H]2C1 | -1 | 0 | -1 | nt | 26 | nt | -4
Cc1ccc(NC(=O)c2ccc(C(C)(C)C)cc2)cc1-n1cnnn1 | -5 | 0 | 2 | nt | 4 | nt | nt
Cc1ccccc1Cn1c2ccccc2c2cnn(CC(=O)NCCCN3CCOCC3)c(=O)c21 | 2 | -1 | -8 | 1 | -24 | -4 | 3
O=C(Nc1cc(=O)[nH]c2ncnn12)c1ccco1 | -3 | 12 | 0 | 7 | 1 | -1 | 5
O=C1C(=O)N2C(=C1C(=O)N1CCCCCC1)c1ccccc1CC21CCCC1 | -10 | 2 | 3 | 17 | -8 | -6 | 7
CNC1(c2nnnn2-c2c(C)cccc2C)CCOC(C)(C)C1 (configuration not stated) | -2 | 2 | 0 | nt | 5 | nt | -2
COc1ccc(-c2cc(NC(=O)Cc3c[nH]c4ccccc34)ccc2N(C)c2cccnc2)cc1F | -1 | -2 | -2 | nt | -8 | nt | 1
COc1ccc(OC)c(NC(=O)CN2C(=O)CSc3ccc(S(=O)(=O)N4CCCC4)cc32)c1 | -4 | 0 | 1 | 11 | 5 | -4 | 26
Cn1c(=O)c2c(nc(N/N=C/c3cccs3)n2Cc2ccccc2)n(C)c1=O | 7 | 0 | 1 | nt | 2 | nt | -30
CN(C)S(=O)(=O)c1ccc(N2CCOCC2)c(C(=O)NCc2ccc3c(c2)OCO3)c1 | -1 | 2 | -2 | 4 | -1 | -1 | 17
C[C@H](CO)N1C[C@H](C)[C@@H](CN(C)Cc2ccc(-c3ccccc3)cc2)OCc2cnnn2CCCC1=O | -10&3 | -2&-3 | -2&-3 | -12&7&0 | 11&4 | 7&1&2 | 12&0
O=C(Nc1cccc(O)c1)c1cccc(C(=O)Nc2cccc(O)c2)c1 | 1 | -5 | 3 | 2 | -3 | -9 | -12
C[C@@H]1CCCCO[C@@H](CN(C)C(=O)CCCN(C)C)[C@H](C)CN([C@@H](C)CO)C(=O)c2cc(NC(=O)c3ccncc3)ccc2O1 | nt | nt | nt | nt | -3 | -4 | 6
COc1ccc(/C=N/NC(=O)c2ccc(Cl)cc2Cl)cc1COC(C)=O | -6 | -1 | 2 | nt | 0 | nt | 2
CCCn1c(CCNc2nc(-c3ccc(Cl)c([N+](=O)[O-])c3)cs2)nc2cc(Cl)c(Cl)cc21 | -2 | -5 | 2 | nt | -17 | nt | nt
C[C@@H]1CN([C@@H](C)CO)C(=O)c2cccc(NS(=O)(=O)c3cccs3)c2O[C@@H]1CN(C)S(C)(=O)=O | -69 | -2 | 3 | nt | nt | 2 | 1
(list continues)
SMILES | S100A4 MyoIIA | SIRT5 inh | Casp6 inh | Statin myotox sup | FN deposition inh | esBAF inh | LGR2 inh
CCOC(=O)N1CCN(CCC(=O)c2ccc(OC)cc2)CC1 | -2 | -1 | -3 | nt | -1 | nt | 1
CCc1ccc(CN2CCC(CO)(CC3CCCCO3)CC2)o1 (configuration not stated) | 4 | -1 | -4 | 5 | 4 | -7 | 7
CC(C)(C)c1cc(C2COC(=O)COCCOCC(=O)OCCOCCO2)cc(C(C)(C)C)c1O (configuration not stated) | -8 | -8 | 0 | nt | 12 | nt | -4
Cc1ccc(C(=O)N2CCc3ccccc32)cc1[N+](=O)[O-] | -2 | 0 | -2 | 2 | -2 | 21 | -9
CCOC(=O)c1cc(-c2ccc([N+](=O)[O-])cc2)nc2c1c(=O)[nH]c(=O)n2Cc1ccccc1 | -3 | -2 | 1 | -62 | -23 | -7 | -2
NS(=O)(=O)c1ccc(N2CCN(S(=O)(=O)Cc3ccccc3)CC2)nc1 | -1 | -1 | 9 | 4 | 1 | 4 | 17
CC(C)N(C[C@H]1[C@H](c2ccccc2)[C@H](CO)N1S(C)(=O)=O)C(=O)CN(C)C | 4 | -1 | -2 | -8 | -6 | -5 | 13
O=C(O)c1cccc2c3c([nH]c12)CCCC3 | 1 | -1 | 13 | -5 | -4 | -6 | nt
Cc1noc(C)c1S(=O)(=O)Nc1ccc2c(c1)C(=O)N([C@@H](C)CO)C[C@H](C)[C@@H](CN(C)C(=O)Nc1ccc(C(F)(F)F)cc1)OCCCC[C@@H](C)O2 | -8 | 13 | -1 | nt | nt | -1 | -12
COC(=O)c1c(N)sc(Cc2ccccc2)c1C | -3 | -15 | -1 | nt | -11 | nt | 3
COc1ccccc1C(=O)NCCCNC(=O)c1ccccn1 | 1 | -4 | 1 | -3 | -3 | -5 | -11
CC(C)c1cn(CC[C@@H]2CC[C@H](NC(=O)C3CCCC3)[C@@H](CO)O2)nn1 | 4 | 11 | 0 | -2 | 11 | 0 | -3
CCOC(=O)N1CCC(N2C(=O)c3ccccc3C2Nc2cc(C(=O)OC)cc(C(=O)OC)c2)CC1 (configuration not stated) | -2 | -2 | 0 | 1 | -9 | -1 | nt
COc1ccc(OC)c(NC(=O)Cc2c(C(=O)O)n(C)c3ccccc23)c1 | 3 | 3 | -3 | 0 | 0 | 3 | 2
COC(=O)c1ccccc1NC(=O)C(C)Oc1ccccc1 (configuration not stated) | nt | nt | nt | -18 | 3 | -2 | nt
O=C(Cn1nnc(-c2ccccc2)n1)NNC(=O)c1ccccc1 | -1 | -1 | 2 | nt | 2 | nt | -9
O=C(NCCc1ccccc1)c1c(O)c2ccccc2[nH]c1=O | -8 | -3 | -1 | -12 | 6 | 50* | -70

Quoted from the listing, 5 compounds:
SMILES | S100A4 MyoIIA | SIRT5 inh | Casp6 inh | Statin myotox sup | FN deposition inh | esBAF inh | LGR2 inh
CC(C)(C)c1cc(C2COC(=O)COCCOCC(=O)OCCOCCO2)cc(C(C)(C)C)c1O (configuration not stated) | -8 | -8 | 0 | nt | 12 | nt | -4
Cc1ccc(C(=O)N2CCc3ccccc32)cc1[N+](=O)[O-] | -2 | 0 | -2 | 2 | -2 | 21 | -9
CCOC(=O)c1cc(-c2ccc([N+](=O)[O-])cc2)nc2c1c(=O)[nH]c(=O)n2Cc1ccccc1 | -3 | -2 | 1 | -62 | -23 | -7 | -2
NS(=O)(=O)c1ccc(N2CCN(S(=O)(=O)Cc3ccccc3)CC2)nc1 | -1 | -1 | 9 | 4 | 1 | 4 | 17
CC(C)N(C[C@H]1[C@H](c2ccccc2)[C@H](CO)N1S(C)(=O)=O)C(=O)CN(C)C | 4 | -1 | -2 | -8 | -6 | -5 | 13
